Screens deposited in PubChem BioAssay by National Center for Advancing Translational Sciences (NCATS).
uPA generation = blocks generation of uPA at the cell surface | Potency, µM (titrated, usually from 38.3 µM), inactives show at the highest dose activity change, negative = inhibition, actives largely listed as inhibitors | actives 0.31% (n = 330,000) | cell surface uPA generation assay, qHTS; active means well fitted inhibition curve with a large enough effect; inconclusive means small, poorly fitted or top-dose-only effect; inactive means no such curve, though single readings can be large or run the other way; tested in mouse RAW 264.7 cells; further: on the % scale 0 is the no-effect control and ±100 the full control effect; nearly all actives have a fitted effect of over 55% in size
BRCA1 expr act = increases BRCA1 expression; MCF7-BRCA1-FFLuc reporter, luminescence, 48 h; response scale: scaled: vehicle 0%, 10 µM genistein 100%; Potency, µM (series often up to 46.1 µM), without a hit: top-dose activation, most hits filed as activators; actives 1.1% (n = 380,000); AID 624202; further: nearly all actives have a fitted effect of over 80% in size; some results filed as inactive show a strong effect at the top dose
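Reporter cells (MCF7, BRCA1 promoter-firefly luciferase) received library compounds across a concentration series for 48 h. End-point luminescence was measured and concentration-effect curves derived after normalization.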
CXXC DNA block = MLL CXXC-DNA interaction inhibition; AID 2662; MLL-CXXC / FITC-HOXA9 DNA fluorescence polarization; Potency, µM (series often up to 115 µM), inactives show at the top dose activity change, negative = inhibition, most hits filed as inhibitors; actives 0.037% (n = 290,000); active means well fitted inhibition curve with a large enough effect in the polarisation, with a control signal flat, not every such curve was filed as active; inconclusive means small, poorly fitted or top-dose-only effect, or effect the other way, or a change in a side signal; inactive means no such curve, though single readings can be large or run the other way; the % refers to the polarisation
Target sequence (Q03164 whole entry, looked up): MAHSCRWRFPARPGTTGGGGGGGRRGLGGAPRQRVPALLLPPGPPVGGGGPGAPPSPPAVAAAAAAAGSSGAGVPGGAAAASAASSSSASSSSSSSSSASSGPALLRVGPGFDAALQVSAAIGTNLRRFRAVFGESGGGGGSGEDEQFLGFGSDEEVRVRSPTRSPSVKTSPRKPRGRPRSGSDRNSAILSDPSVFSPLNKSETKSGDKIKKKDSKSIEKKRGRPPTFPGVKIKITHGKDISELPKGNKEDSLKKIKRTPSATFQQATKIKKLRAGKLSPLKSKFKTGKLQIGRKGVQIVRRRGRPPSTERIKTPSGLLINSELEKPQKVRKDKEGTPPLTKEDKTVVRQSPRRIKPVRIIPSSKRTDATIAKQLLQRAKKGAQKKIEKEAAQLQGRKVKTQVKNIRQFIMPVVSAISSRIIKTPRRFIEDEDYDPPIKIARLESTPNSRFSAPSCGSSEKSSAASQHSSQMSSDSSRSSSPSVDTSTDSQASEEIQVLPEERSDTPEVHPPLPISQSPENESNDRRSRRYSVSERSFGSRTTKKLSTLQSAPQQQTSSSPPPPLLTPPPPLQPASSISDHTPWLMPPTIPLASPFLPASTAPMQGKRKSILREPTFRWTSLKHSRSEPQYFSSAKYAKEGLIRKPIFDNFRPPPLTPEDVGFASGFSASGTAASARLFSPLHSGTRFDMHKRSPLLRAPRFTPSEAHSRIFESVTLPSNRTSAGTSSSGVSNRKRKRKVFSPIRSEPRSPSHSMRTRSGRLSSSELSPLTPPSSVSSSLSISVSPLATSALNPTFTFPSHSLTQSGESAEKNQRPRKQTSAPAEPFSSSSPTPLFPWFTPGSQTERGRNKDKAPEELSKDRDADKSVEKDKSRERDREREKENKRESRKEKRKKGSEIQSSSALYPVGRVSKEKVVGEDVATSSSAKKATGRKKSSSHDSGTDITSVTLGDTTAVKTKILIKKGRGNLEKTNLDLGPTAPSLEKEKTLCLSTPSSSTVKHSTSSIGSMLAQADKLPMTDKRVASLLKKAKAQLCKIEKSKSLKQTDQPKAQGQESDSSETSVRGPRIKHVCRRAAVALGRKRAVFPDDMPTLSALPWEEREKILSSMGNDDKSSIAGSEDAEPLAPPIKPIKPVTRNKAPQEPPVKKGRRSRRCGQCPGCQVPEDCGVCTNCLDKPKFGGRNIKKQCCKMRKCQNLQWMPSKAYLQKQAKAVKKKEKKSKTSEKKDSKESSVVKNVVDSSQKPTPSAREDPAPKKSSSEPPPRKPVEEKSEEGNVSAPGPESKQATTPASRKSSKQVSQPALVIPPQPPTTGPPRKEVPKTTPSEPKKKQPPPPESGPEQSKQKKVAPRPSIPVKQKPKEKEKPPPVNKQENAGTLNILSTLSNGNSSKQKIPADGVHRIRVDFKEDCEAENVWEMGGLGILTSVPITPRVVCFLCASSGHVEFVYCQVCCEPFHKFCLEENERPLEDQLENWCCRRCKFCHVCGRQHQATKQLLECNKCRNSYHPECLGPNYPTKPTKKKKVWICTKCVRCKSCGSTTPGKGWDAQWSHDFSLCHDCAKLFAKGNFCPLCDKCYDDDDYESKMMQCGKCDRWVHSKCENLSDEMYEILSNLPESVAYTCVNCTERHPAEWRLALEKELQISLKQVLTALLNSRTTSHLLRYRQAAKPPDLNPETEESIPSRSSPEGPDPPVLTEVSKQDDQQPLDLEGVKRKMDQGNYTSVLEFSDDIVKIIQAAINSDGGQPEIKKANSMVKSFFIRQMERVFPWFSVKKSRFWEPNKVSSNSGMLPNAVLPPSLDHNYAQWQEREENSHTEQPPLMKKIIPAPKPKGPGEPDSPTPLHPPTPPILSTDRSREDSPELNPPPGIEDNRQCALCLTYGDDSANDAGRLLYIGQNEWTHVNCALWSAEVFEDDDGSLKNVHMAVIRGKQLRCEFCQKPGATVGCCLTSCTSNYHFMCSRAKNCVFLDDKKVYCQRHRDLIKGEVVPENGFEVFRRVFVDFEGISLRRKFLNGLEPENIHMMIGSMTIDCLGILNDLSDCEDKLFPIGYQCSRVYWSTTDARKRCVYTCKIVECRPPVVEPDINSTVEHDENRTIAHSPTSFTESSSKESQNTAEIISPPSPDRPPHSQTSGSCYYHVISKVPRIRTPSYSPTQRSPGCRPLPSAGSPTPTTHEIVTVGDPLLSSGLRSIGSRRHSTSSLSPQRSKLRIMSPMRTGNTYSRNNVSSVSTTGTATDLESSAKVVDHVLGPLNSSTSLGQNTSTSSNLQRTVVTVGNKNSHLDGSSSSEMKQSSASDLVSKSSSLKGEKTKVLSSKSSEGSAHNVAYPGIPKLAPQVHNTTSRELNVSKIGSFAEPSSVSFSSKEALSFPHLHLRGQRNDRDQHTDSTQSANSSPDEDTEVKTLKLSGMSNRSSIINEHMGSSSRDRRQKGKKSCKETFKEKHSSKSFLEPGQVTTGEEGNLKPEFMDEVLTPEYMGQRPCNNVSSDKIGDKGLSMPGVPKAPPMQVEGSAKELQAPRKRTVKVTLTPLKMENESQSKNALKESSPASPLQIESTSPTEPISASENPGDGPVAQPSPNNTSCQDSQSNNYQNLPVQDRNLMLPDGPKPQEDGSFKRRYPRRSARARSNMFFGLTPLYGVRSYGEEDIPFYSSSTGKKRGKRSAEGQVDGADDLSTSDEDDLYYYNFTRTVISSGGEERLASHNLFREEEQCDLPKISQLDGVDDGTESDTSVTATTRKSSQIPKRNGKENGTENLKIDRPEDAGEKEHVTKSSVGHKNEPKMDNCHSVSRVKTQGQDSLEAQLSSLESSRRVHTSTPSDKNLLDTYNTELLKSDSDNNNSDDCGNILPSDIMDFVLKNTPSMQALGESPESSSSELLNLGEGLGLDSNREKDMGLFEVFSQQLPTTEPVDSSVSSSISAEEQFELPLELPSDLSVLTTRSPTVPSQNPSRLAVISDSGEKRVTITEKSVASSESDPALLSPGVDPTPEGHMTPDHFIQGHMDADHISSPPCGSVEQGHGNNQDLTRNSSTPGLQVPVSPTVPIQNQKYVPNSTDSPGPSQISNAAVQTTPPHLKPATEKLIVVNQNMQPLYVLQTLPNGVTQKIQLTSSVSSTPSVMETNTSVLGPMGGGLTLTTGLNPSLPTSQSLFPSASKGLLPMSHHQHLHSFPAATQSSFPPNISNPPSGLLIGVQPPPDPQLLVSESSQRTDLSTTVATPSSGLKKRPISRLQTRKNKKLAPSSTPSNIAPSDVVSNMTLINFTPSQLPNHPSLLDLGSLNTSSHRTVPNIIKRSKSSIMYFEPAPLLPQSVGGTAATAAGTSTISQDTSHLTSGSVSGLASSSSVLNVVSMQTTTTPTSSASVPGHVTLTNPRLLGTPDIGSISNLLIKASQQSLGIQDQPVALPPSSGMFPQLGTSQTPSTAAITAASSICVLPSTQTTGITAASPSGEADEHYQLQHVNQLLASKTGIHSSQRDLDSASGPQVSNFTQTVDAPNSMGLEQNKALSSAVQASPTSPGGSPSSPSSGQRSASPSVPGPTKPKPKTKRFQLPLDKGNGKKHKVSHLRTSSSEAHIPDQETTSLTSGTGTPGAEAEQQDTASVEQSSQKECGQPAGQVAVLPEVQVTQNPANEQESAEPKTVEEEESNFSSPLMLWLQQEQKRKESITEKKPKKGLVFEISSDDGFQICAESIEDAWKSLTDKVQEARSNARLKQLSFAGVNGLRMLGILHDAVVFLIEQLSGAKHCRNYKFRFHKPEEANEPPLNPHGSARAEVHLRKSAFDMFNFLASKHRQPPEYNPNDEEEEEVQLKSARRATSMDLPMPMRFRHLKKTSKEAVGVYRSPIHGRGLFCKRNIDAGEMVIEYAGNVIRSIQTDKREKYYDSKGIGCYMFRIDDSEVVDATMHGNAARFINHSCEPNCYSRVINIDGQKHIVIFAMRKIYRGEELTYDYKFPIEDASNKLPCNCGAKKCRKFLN
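Fluorescence polarization: 7 uM MLL-CXXC (stock) preincubated 5 min with compounds, then 50 nM fluorescein-HOX-A9 DNA (stock) added; 30 min ambient. Buffer 50 mM Tris-HCl pH 7.5, 50 mM NaCl, 1 mM DTT, 0.05% BSA.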
RORgamma inh = ROR gamma (mouse) transcription inhibition. P51450. Drosophila S2 Gal4-RORgamma UAS-luciferase reporter, 20 h. Potency, µM (highest dose often 53.6 µM), for inactives: at the top dose activity change, negative = inhibition, most hits filed as inhibitors. actives 5.4% (n = 310,000). AID 2551; further: on the % scale 0 is the no-effect control and ±100 the full control effect; nearly all actives have a fitted effect of over 60% in size
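Compounds are pin-transferred onto Drosophila Schneider cells expressing a copper-inducible Gal4–ROR gamma transactivation domain fusion. After 1 hr, copper sulfate is added to 700 uM final; luciferase is read 20 hr later.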
NPC1 prom act = activates the NPC1 promoter. Huh7 NPC1 promoter luciferase reporter, 24 h. actives 2.4% (n = 320,000). Potency, µM (series often up to 9.22 µM), without a hit: at the highest dose activation, most hits filed as activators;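 further: % of control where 0% means no effect; nearly all actives have a fitted effect of over 60% in size; reporter is driven by a mutant NPC1 promoter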
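Cells: Huh7 expressing luciferase under the NPC1 promoter, 1500/well. Seeded 2 h, compound added, incubated 24 h at 37 °C. Luciferase reagent, 10 min ambient, then luminescence.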
p53 reactivator = mutant p53 re-activation in reporter cells | AID 504706 | H1299 p53-A138V BP100-luciferase reporter, luminescence, 24 h | Potency, µM (series often up to 92.2 µM), for inactives: at the top dose activity change, positive = activation, actives largely listed as activators | actives 0.063% (n = 320,000); further: % of control where 0% means no effect; nearly all actives have a fitted effect of over 45% in size
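p53-null H1299 cells stably carrying temperature-sensitive p53-A138V and a BP100-luciferase reporter were pinned with compounds (4-point, 1:5 series) and held 24 hrs at 37 deg C. Luminescence was read 10 min after detection reagent.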
MBNL1 CUG block = blocks human MBNL1 binding to CUG repeat RNA; Q9NR56; TR-FRET MBNL1-His/biotin-(CUG)12 binding, 665/545 ratio; Potency, µM (top dose mostly 57.5 µM), for the others: top-dose activity change, negative = inhibition, actives largely listed as inhibitors; actives 0.036% (n = 280,000); AID 2675; active means well fitted inhibition curve with a large enough effect in the signal ratio, with a control signal flat, not every such curve was filed as active; inconclusive means small, poorly fitted or top-dose-only effect, or effect the other way, or a change in a side signal; inactive means no such curve, though single readings can be large or run the other way; the % refers to the signal ratio; further: on the % scale 0 is the no-effect control and ±100 the full control effect
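Compound titration spanned 92 nM–58 uM against the MBNL1-His/biotin-(CUG)12 complex. After 60 min at room temperature with 5 nM streptavidin-XL665 and 0.055 ng/ul terbium anti-His, ratiometric 665/545 nm emission (Ex 340 nm) normalized to controls.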
Rab9 promoter act = Rab9 promoter activation; Huh7 Rab9 promoter-luciferase reporter, luminescence, 24 h; Potency, µM (highest dose often 9.22 µM), without a hit: at the top dose activation, negative = inhibition, actives largely listed as activators; actives 2.8% (n = 320,000); AID 485297; further: % of control where 0% means no effect; nearly all actives have a fitted effect of over 60% in size
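Rab9 promoter-driven luciferase in stably transfected Huh7 cells; 1500 cells/well rested 2 h, exposed to compound in DMSO for 24 h at 37 °C, 5% CO2. Luminescence read 10 min after adding luciferase reagent at ambient temperature.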
VP16 counter = Gal4-VP16 reporter inhibition counter-screen; AID 2546; actives 3.5% (n = 310,000); Potency, µM (titrated, usually from 53.6 µM), inactives show at the highest dose activity, negative = inhibition, usual class: inhibitors; Drosophila S2 Gal4-VP16 UAS-luciferase, luminescence, 20 h;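 further: Gal4-VP16 expression switched on by copper sulfate through the metallothionein promoter; on the % scale 0 is the no-effect control and ±100 the full control effect; nearly all actives have a fitted effect of over 50% in size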
ELG1 genotoxic = genotoxicity induction in ELG1-luciferase HEK293T cells; AID 504466; actives 1.3% (n = 330,000); HEK293T ELG1-luciferase reporter, luminescence, 16 h; Potency, µM (top dose mostly 46 µM), inactives show at the top dose activity change, positive = activation, hits mostly activators; further: % of control where 0% means no effect; nearly all actives have a fitted effect of over 60% in size
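Cells (2,000/well) expressing the ELG1-luciferase fusion are dosed by pin tool and kept 16 hr at 37 °C, 5% CO2. Signal comes from ONE-Glo luciferase reagent after 30 min at room temperature.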
FLuc counter = counter-screen for miR-21 project: firefly luciferase inhibitors or activators; purified FLuc, Km substrates, luminescence inhibition; actives 6.9% (n = 360,000); P08659; Potency, µM (series often up to 57.5 µM), for the others: top-dose activity change, negative = inhibition, most hits filed as inhibitors; AID 588342;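 further: plate controls were vehicle for no effect and reference inhibitor for full effect; nearly all actives have a fitted effect of over 55% in size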
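Biochemical qHTS of compounds, final roughly 60 µM downward over six points, against 10 nM purified firefly luciferase using Km concentrations of substrates (10 uM D-luciferin, 10 uM ATP) in Tris acetate pH 7.5 buffer; luminescence output.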
Starred values were filed as active, the others as inactive; ? = inconclusive; nt = no result given; & = joins results of further samples; [ ] = another dose, or the depositor's remark. Unless noted, the call rests on the fitted dose curve; in most records, active means well fitted curve in the direction sought with a large enough effect; inconclusive means small, poorly fitted or top-dose-only effect, or another doubt; inactive means no such curve, though single readings can be large; an effect the other way counts as inactive or inconclusive. Potency means the concentration at half of the fitted maximal effect.

SMILES	uPA generation	BRCA1 expr act	CXXC DNA block	RORgamma inh	NPC1 prom act	p53 reactivator	MBNL1 CUG block	Rab9 promoter act	VP16 counter	ELG1 genotoxic	FLuc counter
CCCCOC(=O)Nc1ccccc1C(=O)OC	10%	-5%	7%	2%	-1%	7%	-3%	-2%	-3%	0%	3%
Cc1cccc2cc(CN(Cc3ccc(F)cc3)Cc3nnnn3C3CCCC3)c(=O)[nH]c12	9%	-27%	-1%	18%	-7%	-3%	1%	-3%	-1%	-1%	2%
Cc1nc2ncccn2c1-c1csc(Nc2cccc(C(=O)O)c2)n1	-1%	3%	9%	11%	3%	-1%	?	-8%[1.84 µM]	0%	-1%	-15%
COc1ccccc1CNC(=O)C1CCN(C(=O)N(C)C)CC1	nt	-30%	-18%	1%	-1%	-1%	-5%	1%	0%	1%	-1%
COc1ccccc1NC(=O)Cc1coc2cc(C)ccc12	-1%	22%	1%	?	7%	6%	4%	22%	?	?	-30%
Cc1ccc(NC(=O)c2sc(N)nc2-c2ccc([N+](=O)[O-])cc2)cc1C	-2%	-25%	5%	-37%	-3%	-1%	nt	-4%	-30%	12%	1%
Cc1ccc(S(=O)(=O)NC(=O)c2ccc(-c3ccc(C)c4ccccc34)o2)cc1	-18%	41%	?	23%	-4%	-4%	27%	-3%	-6%	3%	-16%
C/C(=N/NS(=O)(=O)c1ccc(C)cc1)c1ccc(NC(=O)C(F)(F)F)cc1	2%	21%	-5%	21%	0%	1%	-20%	1%	-7%	1%	5%
COc1ccc(CCNC(=O)c2csc3c2CCCC3)cc1	-5%	69%	-3%	38%	-1%	0%	-11%	26%	-2%	8%	?
CN(CC(=O)Nc1ccc(S(=O)(=O)N2CCCC2)cc1)Cc1ccc(Cl)cc1	0%	-40%	1%	31%	-1%	3%	nt	-5%	-13%	-7%	4%
CCCOc1ccc(C(=O)Nn2c(C)nc3ccccc3c2=O)cc1	2%	19%	1%	34%	3%	-1%	3%	-10%	-5%	1%	3%
O=C(CN1C(=O)C(=O)N(C2CCCC2)C1=O)Nc1ccc(N2CCOCC2)cc1	10%	2%	4%	10%	7%	2%	4%	-1%	-11%[10 µM]	2%	?
COc1ccc(-c2nn(-c3ccccc3)cc2C(=O)Nc2ccc(C(=O)O)cc2)cc1OC	-8%	21%	6%	23%	18%	19%	1%	16%	-6%	16%	4.3µM*
COc1cc(/C=N/n2c(=S)[nH]nc(C)c2=O)cc([N+](=O)[O-])c1O	-1%	2%	13%	-6%	-3%	0%	?	-6%	-4%	1%	?
CN(C)c1ccc2nsnc2c1[N+](=O)[O-]	1%	-10%	-11%	30%	3%	-5%	?	-6%	6%	-3%	6%
CN(C)CCCNC(=S)NCc1ccc(Cl)cc1	-2%	2%	13%	4%	1%	18%	-7%	1%	7%	-2%	-1%
CCOC(=O)c1c[nH]c2c(Cl)c(Cl)ccc2c1=O	-2%	34%	12%	-43%	3%	-2%	-5%	5%	3%	10%	-16%
COc1ccc(CNC(=O)COC(=O)/C=C/c2ccc(S(=O)(=O)N3CCOCC3)cc2)cc1	1%	15%	0%	8%	0%	-3%	?	2%	-6%	1%	2%
O=c1c2ccccc2sn1-c1ccc(S(=O)(=O)N2CCCC2)cc1	0%	33%&5%	-12%	24%	9%	-1%	-2%	21%	-16%	0%	4.8µM*
COc1cccc(CN(C)C(=O)Cc2c[nH]c3ccccc23)c1OC	-27%	-10%	-5%	35%	-4%	-6%	0%	0%	-8%	-9%	-3%
Cc1ccc(C)c(NS(=O)(=O)c2c(C)[nH]c(C)c2C(=O)N2CCCCC2)c1	13%	-4%	-1%	13%	3%	-3%	-1%	-7%	-12%	-1%	-1%
CCc1cccc(C)c1NC(=S)N(CCOC)C(C)c1ccco1 (configuration not stated)	-3%	4%	6%	10µM*	2%	0%	-8%	-5%	0%	0%	-1%
O=C(COC(=O)c1cn(-c2ccccc2)nc1-c1ccccc1)c1ccc([N+](=O)[O-])cc1	nt	nt	0%	3%[10 µM]	-2%	-7%	nt	-2%	-10%	-2%	0%
C=CCn1c(SCC(=O)Nc2ccccc2OC)nc(O)c(CC)c1=O	nt	-15%	-1%	-4%	2%	0%	-10%	-2%	0%	3%	6%
CCc1nnc(NC(=O)CSc2nnc(-c3ccccc3OC)n2-c2ccc(C)cc2)s1	-3%	0%	2%	9%	0%	-4%	-6%	-4%	3%	-3%	0%
Cc1cc(C(C)c2ccccc2)c(O)c(CN2CCOCC2)c1C (configuration not stated)	5%	-29%	-5%	12%	2%	0%	-2%	7%	-12%	-4%	-1%
Fc1ccc(COc2cccc(CNCc3ccncc3)c2)cc1	-1%	-31%	-2%	?	-11%	-6%	-6%	-15%	?	1%	-11%
CC(C)(C)n1nc2c(c1NC(=O)c1ccc(C(F)(F)F)cc1)CS(=O)(=O)C2	-3%	1%	12%	-1%	-2%	-11%	4%	3%	0%	-3%	6%
COCCn1c(SCCCC(=O)c2ccc(Br)cc2)nnc1-c1ccncc1	-6%	-47%	-18%	?	-18%	-4%	2%	-18%	?	-12%	-2%
O=S(=O)(N/N=C\c1cccc(F)c1)c1ccccc1	?	-5%	-9%	2%	0%	-3%	1%	-2%	-2%	?	1%
Cc1ccc(C(=O)CC(C(=O)O)c2cn(CCC#N)c3ccccc23)cc1 (configuration not stated)	0%	0%	-7%	-28%	-4%	-1%	6%	-5%	6%	-2%	-14%
Cc1cc(=O)oc(C)c1C(=O)NCC(C)C	11%	-2%	3%	-24%[10 µM]	0%	-2%	-16%	-2%	4%	1%	2%
COc1ccccc1CN1C(=O)[C@@H]2C(CCC(N)=O)NC3(C(=O)Nc4c3ccc(Cl)c4C)[C@@H]2C1=O (some centres not stated)	4%	-18%	4%	4%	1%	-2%	-1%	12%	1%	0%	1%
COc1cc(NC(=O)C/C(C)=N/NC(=O)c2cccc(O)c2)c(OC)cc1Cl	-1%	-57%	6%	-38%	-2%	?	-16%	-11%	-12%	-1%	-1%
OCCN1CCN(c2ncnc3sc(-c4ccccc4)cc23)CC1	-12%	-34%	17%	-12%	-3%	10%	?	-4%	5%	11%	-15%
O=C(NCC1CCCO1)C(=O)NCC(c1ccco1)N1CCN(c2ccccc2)CC1 (configuration not stated)	4%	-20%	-5%	7%	-1%	-2%	nt	2%	-4%	-2%	3%
Cc1ccc(/C=N/c2sc3c(c2C#N)CCC3)s1	-3%	?	9%	11%	?	?	6%	?	-9%	?	0.67µM*
O=C(CSc1ccc2ccccc2c1Br)Nc1cccc(S(=O)(=O)NC2=NCCCCC2)c1	-8%	-20%	15%	-9%	-6%	-12%	nt	-7%	-14%	-3%	-2%
COc1ccc(CC(=O)OCc2cc3cccc(C)c3[nH]c2=O)cc1	nt	1%	0%	-3%	-21%	6%	48%[activator]	2%	-5%	-1%	1%
CC(=O)c1cccc(N2C(=O)C3C4CCC(C4=C(C)C)C3C2=O)c1 (configuration not stated)	5%	-3%	-1%	1%	0%	-25%	?	-3%	-17%	-6%	-3%

A draw from above in order of formula weight, smallest number first.
SMILES	uPA generation	BRCA1 expr act	CXXC DNA block	RORgamma inh	NPC1 prom act	p53 reactivator	MBNL1 CUG block	Rab9 promoter act	VP16 counter	ELG1 genotoxic	FLuc counter
CC(=O)c1cccc(N2C(=O)C3C4CCC(C4=C(C)C)C3C2=O)c1 (configuration not stated)	5%	-3%	-1%	1%	0%	-25%	?	-3%	-17%	-6%	-3%
COc1ccc(CC(=O)OCc2cc3cccc(C)c3[nH]c2=O)cc1	nt	1%	0%	-3%	-21%	6%	48%[activator]	2%	-5%	-1%	1%
COc1cc(NC(=O)C/C(C)=N/NC(=O)c2cccc(O)c2)c(OC)cc1Cl	-1%	-57%	6%	-38%	-2%	?	-16%	-11%	-12%	-1%	-1%
O=C(NCC1CCCO1)C(=O)NCC(c1ccco1)N1CCN(c2ccccc2)CC1 (configuration not stated)	4%	-20%	-5%	7%	-1%	-2%	nt	2%	-4%	-2%	3%

These rows are one share of the data; the hit share may differ from the screen's.
